# Screening results: PubChem, several laboratories
# NCOA1 inh – human NCOA1 inhibition | Q15788 | HEK293 GAL4-SRC1 luciferase reporter, luminescence | inhibition, % at 3.6 µM | hit rate 0.12% among 360,000 | AID 588354;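 active means inhibition above the campaign mean plus 3 SD, with each screening campaign given its own cutoff, cut at about 60% in these data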;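 further: 0% = DMSO treated cells and 100% = gossypol at 36 µM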
# TROY NFkB inh – inhibitors of TROY-dependent NF-kB signaling; inhibition, % at 10 µM; Q293 LMP1-TROYcd NF-kB luciferase reporter, 4 h; hit rate 0.98% among 360,000;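 active means compounds whose plate-normalised and pattern-corrected inhibition of the luciferase reporter signal at the single screening dose is 50% or more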
# EBV LMP1 NFkB – inhibitors of Epstein-Barr LMP1-induced NF-kappaB reporter. LMP1-induced NF-kappaB luciferase reporter cells, luminescence. inhibition, % at 12.5 µM. hit rate 0.69% among 350,000. AID 504558; in the data active means inhibition above about 41%;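 further: 0% = neutral control wells and 100% = reference inhibitor control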
# C8 TRAIL sens – sensitizes caspase-8 expressing cells to TRAIL. NB7+C8 cells + TRAIL, ATPlite viability luminescence. inhibition (viability loss, TRAIL sensitization), % at 10 µM. hit rate 1% among 360,000;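 active means compounds causing at least 50% loss of cell viability in the single-dose screen, relative to plate controls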
# SRC2 inh – inhibits human steroid receptor coactivator 2; Q15596; HEK293 GAL4-SRC2 luciferase reporter, luminescence; inhibition, % at 9 µM; hit rate 0.17% among 370,000; AID 651957;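 active means inhibition above the mean inhibition of all tested compounds plus 3 SD, set per campaign, cut at about 52% in these data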;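 further: 0% = DMSO treated cells and 100% = cells given Gossypol at 36 µM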
# NR2F2 inh – blocks human COUP-TFII nuclear receptor | P24468 | HEK293T NGFI-A luciferase reporter, luminescence | inhibition, % at 8.6 µM | hit rate 0.7% among 370,000 | AID 686940;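 active means inhibition above a per-plate cutoff, mean inhibition of test wells between control levels plus 3 SD, cut at about 38% in these data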;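 further: cells cotransfected with COUP-TFII expression vector driving the NGFI-A reporter; 0% = median of COUP-TF2 test wells and 100% = reporter-only cells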
# CF NFkB block – inhibitors of cystic fibrosis induced NF-kB; KKLEB NF-kB-GFP reporter, PAF-induced, GFP fluorescence overnight; inhibition, % at 5 µM; hit rate 0.86% among 360,000; AID 588850;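 active means at least 50% inhibition at 5 µM, scaled per plate between neutral and stimulator controls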;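 further: PAF is a Pseudomonas aeruginosa culture filtrate used as stimulus; plate controls were PAF-stimulated DMSO wells for no effect and unstimulated DMSO wells for full effect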
# NR5A2 inv ag – suppresses constitutive activity of human LRH-1 | O00482 | HEK293T StAR-luciferase reporter, LRH-1 transfected, 24 h | inhibition, % at 3.6 µM | hit rate 0.13% among 360,000 | AID 602396;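 active means inhibition above the mean inhibition of all tested compounds plus 3 SD, cut at about 73% in these data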;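 further: 0% = DMSO wells and 100% = reporter-only cells lacking LRH-1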
# KKLEB cytotox – counter-screen for CF NF-kB inhibitors: cytotoxicity; hit rate 0.36% among 360,000; AID 602141; activity change (cytotoxicity), % at 5 µM; KKLEB CF airway cells viability, ATPlite luminescence, overnight; active compounds read low; cells stimulated with P. aeruginosa culture filtrate;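 active means corrected activity change at or below -50% at 5 µM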
# TWEAK Fn14 block – TWEAK-Fn14 signaling inhibition; TWEAK-stimulated Fn14 reporter cells, luciferase luminescence, 8 h; inhibition, % at 10 µM; hit rate 2% among 360,000; AID 1159606; in the data active means inhibition above about 50%
# NCOA3 inh – human NCOA3 inhibition; AID 588352; inhibition, % at 3.6 µM; hit rate 0.17% among 360,000; HEK293 GAL4-SRC3 luciferase reporter, luminescence; Q9Y6Q9;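 active means inhibition above a per-campaign cutoff, the mean of all compounds plus 3 SD, cut at about 60% in these data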;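 further: 0% = DMSO-treated cells and 100% = gossypol-treated cells at 36 µM; higher means less SRC3-driven luciferase light from the GAL4 reporter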
# Target sequence (Q9Y6Q9 whole entry, looked up, the tested form may be a part): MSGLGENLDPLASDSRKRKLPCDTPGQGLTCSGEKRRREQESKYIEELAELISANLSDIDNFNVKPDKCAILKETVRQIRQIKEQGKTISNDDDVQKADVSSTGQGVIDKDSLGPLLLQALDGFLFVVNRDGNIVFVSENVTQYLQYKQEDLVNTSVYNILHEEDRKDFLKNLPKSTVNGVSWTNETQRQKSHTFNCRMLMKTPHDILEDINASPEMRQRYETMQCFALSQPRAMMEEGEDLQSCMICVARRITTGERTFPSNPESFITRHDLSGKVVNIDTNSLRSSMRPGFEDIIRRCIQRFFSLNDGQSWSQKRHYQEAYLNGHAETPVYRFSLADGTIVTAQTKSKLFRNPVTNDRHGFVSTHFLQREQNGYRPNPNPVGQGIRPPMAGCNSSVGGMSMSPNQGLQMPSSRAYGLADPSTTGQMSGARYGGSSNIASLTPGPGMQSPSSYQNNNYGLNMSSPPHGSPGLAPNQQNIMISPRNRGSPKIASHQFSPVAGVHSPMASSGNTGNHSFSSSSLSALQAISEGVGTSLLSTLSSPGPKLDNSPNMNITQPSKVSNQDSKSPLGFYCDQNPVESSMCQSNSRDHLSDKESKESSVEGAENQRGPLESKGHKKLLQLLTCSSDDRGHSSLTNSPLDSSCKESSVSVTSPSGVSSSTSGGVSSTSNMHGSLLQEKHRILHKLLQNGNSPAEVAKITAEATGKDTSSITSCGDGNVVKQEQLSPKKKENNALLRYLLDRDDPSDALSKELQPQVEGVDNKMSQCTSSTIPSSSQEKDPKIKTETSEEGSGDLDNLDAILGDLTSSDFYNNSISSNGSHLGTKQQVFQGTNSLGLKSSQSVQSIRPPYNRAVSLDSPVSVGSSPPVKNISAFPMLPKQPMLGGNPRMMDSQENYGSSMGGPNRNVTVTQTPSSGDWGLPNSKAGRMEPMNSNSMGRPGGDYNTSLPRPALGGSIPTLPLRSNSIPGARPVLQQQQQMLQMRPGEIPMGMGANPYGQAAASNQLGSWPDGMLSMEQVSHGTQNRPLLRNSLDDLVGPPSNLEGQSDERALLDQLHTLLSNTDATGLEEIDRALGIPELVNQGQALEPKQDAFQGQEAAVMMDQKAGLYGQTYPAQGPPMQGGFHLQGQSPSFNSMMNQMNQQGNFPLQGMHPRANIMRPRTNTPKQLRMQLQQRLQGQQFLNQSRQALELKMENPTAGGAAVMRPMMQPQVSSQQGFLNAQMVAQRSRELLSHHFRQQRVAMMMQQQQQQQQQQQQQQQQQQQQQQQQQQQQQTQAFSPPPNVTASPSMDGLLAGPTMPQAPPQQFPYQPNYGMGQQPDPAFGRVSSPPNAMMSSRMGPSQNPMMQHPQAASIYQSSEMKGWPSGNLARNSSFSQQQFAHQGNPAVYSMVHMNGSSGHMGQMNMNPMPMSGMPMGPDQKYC
# Numbers without * were called inactive; nt = not tested or not shown.
SMILES,NCOA1 inh,TROY NFkB inh,EBV LMP1 NFkB,C8 TRAIL sens,SRC2 inh,NR2F2 inh,CF NFkB block,NR5A2 inv ag,KKLEB cytotox,TWEAK Fn14 block,NCOA3 inh
O=C(CS(=O)(=O)c1cn(Cc2ccc(Cl)cc2)c2ccccc12)N1CCCCC1,-15,-21,1,-18,-7,-7,-8,0,5,-16,-1
O=C(NCc1ccccc1)/C(=C\c1ccccc1)NC(=O)c1ccco1,-14,-10,0,1,-23,7,8,12,11,0,14
Cc1ccc(/C=N/NC(=O)c2ccc(Br)o2)s1,-81,-63,-12,-4,-61,-27,7,-109,-1,-31,-83
CC(=O)Nc1ccc(-c2nnc(SCC(=O)Nc3ccc4c(c3)oc3ccccc34)n2C)cc1,-50,-42,-16,23,-59,-22,-2,-51,1,9,-53
CCc1nn2c(NCCCO)cc(C)nc2c1-c1ccc(F)cc1,-12,0,-13,3,-7,4,1,13,-1,-17,-25
CC(C)CC(OC(=O)c1cccs1)C(=O)NCc1cccs1 (centres undefined),1,-6,-2,-7,-8,16,-5,-17,16,-9,4
Cc1ccc(S(=O)(=O)Nc2ccccn2)c(C)c1,0,4,3,-4,14,9,-6,3,5,16,4
C=CCN1C(=O)c2ccc(C(=O)N(CC)CC(=O)Nc3cc(Cl)ccc3C)cc2C1=O,-12,2,-5,-14,-17,-2,12,7,-8,2,4
Cc1ccc(C(=O)Nc2ccccc2Sc2ccccc2)cc1,1,-13,-4,-3,-19,-2,9,13,2,-10,6
CC(C)OCCCNC(=O)c1ccc2c(=O)n(Cc3ccc4c(c3)OCO4)c(=S)[nH]c2c1,-14,-4,3,-12,-22,2,-8,10,-3,-30,8
CC(C)C[C@@H](CN1CCC[C@H]1CN1C(=O)C(=O)NC[C@@H]1Cc1ccccc1)N1C[C@H](Cc2ccc(O)cc2)N(CCc2ccccc2)C(=O)C1=O,nt,-6,nt,2,6,-1,nt,6,nt,7,nt
CC(C)Sc1nc(N2CCOCC2)c2c3c(sc2n1)COC(C)(C)C3,-47,16,-38,-8,-15,3,14,3,-12,26,-13

# Five consecutive entries already listed, for reference:
SMILES,NCOA1 inh,TROY NFkB inh,EBV LMP1 NFkB,C8 TRAIL sens,SRC2 inh,NR2F2 inh,CF NFkB block,NR5A2 inv ag,KKLEB cytotox,TWEAK Fn14 block,NCOA3 inh
C=CCN1C(=O)c2ccc(C(=O)N(CC)CC(=O)Nc3cc(Cl)ccc3C)cc2C1=O,-12,2,-5,-14,-17,-2,12,7,-8,2,4
Cc1ccc(C(=O)Nc2ccccc2Sc2ccccc2)cc1,1,-13,-4,-3,-19,-2,9,13,2,-10,6
CC(C)OCCCNC(=O)c1ccc2c(=O)n(Cc3ccc4c(c3)OCO4)c(=S)[nH]c2c1,-14,-4,3,-12,-22,2,-8,10,-3,-30,8
CC(C)C[C@@H](CN1CCC[C@H]1CN1C(=O)C(=O)NC[C@@H]1Cc1ccccc1)N1C[C@H](Cc2ccc(O)cc2)N(CCc2ccccc2)C(=O)C1=O,nt,-6,nt,2,6,-1,nt,6,nt,7,nt
CC(C)Sc1nc(N2CCOCC2)c2c3c(sc2n1)COC(C)(C)C3,-47,16,-38,-8,-15,3,14,3,-12,26,-13

# Full records as entered above. Order of screens: NCOA1 inh | TROY NFkB inh | EBV LMP1 NFkB | C8 TRAIL sens | SRC2 inh | NR2F2 inh | CF NFkB block | NR5A2 inv ag | KKLEB cytotox | TWEAK Fn14 block | NCOA3 inh
# Profile of CCc1nn2c(NCCCO)cc(C)nc2c1-c1ccc(F)cc1 = -12 | 0 | -13 | 3 | -7 | 4 | 1 | 13 | -1 | -17 | -25
# Profile of Cc1ccc(/C=N/NC(=O)c2ccc(Br)o2)s1 = -81 | -63 | -12 | -4 | -61 | -27 | 7 | -109 | -1 | -31 | -83

# Next structures.
SMILES,NCOA1 inh,TROY NFkB inh,EBV LMP1 NFkB,C8 TRAIL sens,SRC2 inh,NR2F2 inh,CF NFkB block,NR5A2 inv ag,KKLEB cytotox,TWEAK Fn14 block,NCOA3 inh
O=C(NCC(=O)N1CCCC1)c1ccc(Cl)cc1,5,-10,-3,-17,-36,-13,10,-14,-6,0,-2
CN(C)CCCN(C(=O)c1ccc2c(c1)CCCC2)c1nc2ccc(F)cc2s1,-11,36,10,15,-32,-1,43,-24,-46,45,-2
CN(C)c1ccc(/C=C2/SC(=O)N(CCN=C3NS(=O)(=O)c4ccccc43)C2=O)cc1,-74,-47,-14,-3,-17,-28,10,-32,-12,-30,-79
Cc1ccc(C)c(NC(=O)CCc2c(C)nn(-c3ccc(N4CCCCC4)nn3)c2C)c1,-21,-5,1,-9,16,-4,7,-20,10,-21,6
Cc1ccc(CN2CCN(c3cccc4[nH]ccc34)CC2)cc1,3,-2,-2,7,18,9,-10,14,0,-6,-9
COc1cc2ncnc(NCc3ccccc3F)c2cc1OC,14,-1,21,11,11,-23,3,-1,6,13,4
Cc1cc(C(=O)NC2CCCc3c2cnn3-c2ccc(C)c(C)c2)no1 (centres undefined),10,-15,5,11,3,17,-5,2,4,23,-16
CC(C)OC(=O)c1cccc(C(=O)OCc2ccco2)n1,-3,-14,4,-15,-13,12,-20,-3,3,-4,9
CCCCNC(=O)CN1C(=O)C(CC)Oc2ccc(Cl)cc21 (centres undefined),-13,9,4,10,13,2,5,3,1,2,-13
CC1(C(=O)OCC(=O)Nc2ccc(C(N)=O)cc2)CC1(Cl)Cl (centres undefined),-3,8,10,-12,-2,-7,11,-8,-2,1,13
Cc1cc(C(F)F)n2ncc(C(=O)NCc3ccccc3F)c2n1,-21,-5,3,-17,0,0,-9,-5,2,-15,5
COc1ccc(S(=O)(=O)N2C[C@H]3CON(C)[C@H]3C[C@H]2c2ccc(-c3cccc(F)c3)cc2)cc1,18,15,nt,4,-5,-1,1,3,-8,27,-4
NS(=O)(=O)c1ccc(NS(=O)(=O)c2ccc(NC(=O)C3CC3)cc2)cc1,-2,13,-9,15,24,4,0,13,14,-14,0
O=C(O)c1ccc2c(c1)CCCN2,-1,-12,nt,-19,9,-11,-7,-2,1,-4,-8
COc1cccc(OCC(=O)Nc2cc(NC(=O)COc3cccc(OC)c3)cc(C(=O)O)c2)c1,-10,-2,5,-15,-25,4,14,-17,-4,-9,12
CN(C)/C=C/C=C1C(=O)CCCC1=O,1,-17,2,-10,-27,2,12,16,-1,13,25
COc1ccc(-c2nn(-c3ccccc3)cc2/C=C\C(=O)N2CCOCC2)cc1[N+](=O)[O-],-18,8,-2,-10,-1,7,-15,28,16,3,-6
O=C(O)c1c2cc(Br)ccc2nc2[nH]c(=O)[nH]c(=O)c12,2,7,-6,-8,4,-4,-22,-11,10,2,9
CC(C)[N+](C)(C)CC(O)CN(c1ccccc1)c1ccccc1 (centres undefined),-4,-7,-2,-6,16,3,7,1,8,1,-10
Cc1nc(N2CCN(C)CC2)c2c(C)c(C(=O)Nc3ccc(C)c(F)c3)sc2n1,5,20,4,10,8,-9,20,-18,-11,-15,18
Nc1c2c(nc3sc4c(c13)CCCCC4)CCCCC2,-136,3,-95,65*,-17,-56,12,-157,-36,-24,-77
COc1ccccc1-n1ccnc1SCC(=O)NCc1ccco1,10,4,-5,-11,-32,2,-8,4,10,-13,10
CC(=O)Nc1cccc(C(=O)OCC(=O)Nc2nnc(-c3ccccc3)o2)c1,-6,8,11,-7,6,-19,-13,4,8,-6,-10
CC(/C=C/C=C/c1ccccc1)=N/NC(=O)c1ccc2c(c1)OCCO2,-22,-30,2,18,-29,-24,-4,-66,-3,12,-24

# Overlap with the part before: two compounds, followed by the next part.
SMILES,NCOA1 inh,TROY NFkB inh,EBV LMP1 NFkB,C8 TRAIL sens,SRC2 inh,NR2F2 inh,CF NFkB block,NR5A2 inv ag,KKLEB cytotox,TWEAK Fn14 block,NCOA3 inh
CC(=O)Nc1cccc(C(=O)OCC(=O)Nc2nnc(-c3ccccc3)o2)c1,-6,8,11,-7,6,-19,-13,4,8,-6,-10
CC(/C=C/C=C/c1ccccc1)=N/NC(=O)c1ccc2c(c1)OCCO2,-22,-30,2,18,-29,-24,-4,-66,-3,12,-24
CCOc1ccccc1N1CC(C(=O)NCCOc2ccccc2OC)CC1=O (centres undefined),2,-29,-4,0,-3,8,13,2,5,8,11
COCC(=O)N1CCCC(C(=O)c2ccc(Oc3ccccc3)cc2)C1 (centres undefined),-19,-7,3,5,10,-5,22,9,8,-8,9
CCN(CC)S(=O)(=O)c1ccc(C(=O)NCCN2C(=O)S/C(=C\c3cccnc3)C2=O)cc1,-12,-43,-1,2,4,-3,-12,7,4,-23,-6
CC(C)C(=O)NC(=S)Nc1ccc(CN2CCOCC2)cc1,2,-7,-2,-10,-4,-14,-24,7,4,-7,-14
Cc1ccc(-c2ocnc2C(=O)N2CCOCC2)cc1,-21,-9,4,5,-20,-11,-2,19,-1,11,12
Cc1nnc(NC(=O)CSc2nnc(-c3ccc(S(=O)(=O)N4CCCC4)cc3)n2C)s1,0,10,-4,-9,1,-6,-3,-8,-11,-3,19
C=CCn1c(SCC(C)=O)nnc1-c1ccc2ncccc2c1,-12,-19,3,-23,1,-25,3,2,7,3,11
Cc1ccc(OCC(=O)N(C)CC(=O)NCc2ccco2)c(Br)c1,0,1,-5,-1,2,-3,28,-11,-8,1,-7
Cc1ccc(-c2nnn(CC(=O)N(CC(=O)NCC3CCCO3)c3ccc(F)c(Cl)c3)n2)o1 (centres undefined),-6,-1,2,-24,-9,31,-12,0,-2,-2,-16
COc1ccc(CN2CCNC(=O)C2CC(=O)N(C)Cc2ccncn2)c(OC)c1 (centres undefined),-21,10,-2,-1,3,0,3,12,7,-16,17

# Not a hit list, and some 4.2% of all compounds hit somewhere here.
